NTR1 agonist: NTR1-driven beta-arrestin-GFP spot formation – imaging, U2OS cells, high content, primary screen (AID 493036); activation, % at 20 µM; hit rate 0.17% among 330,000; P30989; agonist mode;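 active = activation at or above 40% of the spot to cytoplasm intensity ratio, with at least 20 cells analyzed; inconclusive = wells under 20 cells, flagged as cytotoxic or low count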;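 also: 0% = DMSO without peptide and 100% = 100 nM NTR1 peptide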
Target sequence (P30989 whole entry, looked up): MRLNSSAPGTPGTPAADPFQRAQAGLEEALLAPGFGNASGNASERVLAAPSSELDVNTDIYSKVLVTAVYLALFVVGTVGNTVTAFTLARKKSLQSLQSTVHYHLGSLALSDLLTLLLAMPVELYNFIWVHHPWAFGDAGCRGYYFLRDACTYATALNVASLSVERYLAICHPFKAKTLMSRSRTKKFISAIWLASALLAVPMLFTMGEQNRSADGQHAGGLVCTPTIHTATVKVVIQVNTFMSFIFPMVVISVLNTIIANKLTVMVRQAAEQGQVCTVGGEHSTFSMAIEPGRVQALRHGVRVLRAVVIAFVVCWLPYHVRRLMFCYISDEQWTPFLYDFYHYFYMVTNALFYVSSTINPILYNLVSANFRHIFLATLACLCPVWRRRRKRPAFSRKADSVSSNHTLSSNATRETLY
KOR beta-arrestin-1: kappa opioid receptor blockers – cell-based, luminescence, uHTS (AID 1778) | KOR beta-arrestin recruitment, luminescence, antagonist mode; higher % means a stronger effect | one-dose inhibition, % at 10 µM; IC50 in µM for titrated hits | hit rate 0.091% among 290,000; in the data active = inhibition above about 50%; also: strong numbers were not always called active
KOR beta-arrestin-2: KOR agonists, beta-arrestin recruitment, primary screen, cell-based, luminescence, uHTS (AID 1777); KOR beta-arrestin recruitment, luminescence; higher % means a stronger effect; activation, % at 10 µM, or EC50 in µM where a hit was titrated; hit rate 0.02% among 280,000; in the data active = activation above about 50%, passing the limit was not always enough; also: a part of the inactive calls stands beside numbers as strong as those of hits
GPR35 antagonists: inhibition of zaprinast-stimulated GPR35 beta-arrestin translocation – imaging, U2OS, beta-arrestin-GFP, zaprinast agonist, primary screen (AID 2058); U2OS GPR35 beta-arrestin-GFP translocation imaging, zaprinast antagonism; higher % means a stronger effect; inhibition, % at 10 µM; hits with a dose series show IC50 in µM; hit rate 0.052% among 290,000;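 active = inhibition of at least 50% with at least 30 cells and total cytoplasm GFP at most 10,000,000; inconclusive = under 30 cells or total GFP of 10,000,000 plus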
PhoP inhibition: inhibitors of PhoP regulon expression, primary screen, Salmonella Typhimurium, GFP reporter (AID 1863) | S. Typhimurium PhoP-regulated promoter GFP reporter, 4 h; higher % means a stronger effect | inhibition, % at 50 µM, or IC50 in µM where a hit was titrated | hit rate 0.16% among 300,000;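 active = inhibition over 29.93%, a cutoff 3 SD above the screen mean, later confirmed by dose response; inconclusive = inhibition over 29.93% but no dose response follow-up; inactive = inhibition at most 29.93% or unconfirmed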;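 also: 0% = low Mg2+ inducing control and 100% = high Mg2+ repressing control; strong numbers were not always called active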
West Nile virus CPE: inhibition of WNV-induced cytopathic effect – cell-based, CPE readout (AID 1621). West Nile virus-infected cells, CPE inhibition; higher % means a stronger effect. CPE inhibition, % at 10 µM, or IC50 in µM where a hit was titrated. hit rate 0.02% among 290,000; in the data active = a potency from the dose series; inconclusive = CPE inhibition mostly from about 3.7% at the one dose, without a potency; inactive = the rest, 99 in 100 with CPE inhibition below about 2.2%; also: strong numbers were not always called active
T cell modulator: T cell immune modulators affecting CD8 T cell-vesicle binding; 2C CD8+ T cell-vesicle binding, flow cytometry; stronger effect = lower value; calls only at 7 µM; hit rate 0.068% among 330,000;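 active = response, share of CD8 T cells binding vesicles, and their 90th percentile fluorescence all below set limits, cut at about 80% in these data, passing the limit was not always enough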
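Assay system – 2C mouse CD8+ T cells · Also added – QL9-loaded Drosophila micro-vesicles · Timing – Cell–vesicle co-incubation 1.5 h at 37 °C, staining 20 min on ice · Signal – flow cytometry of vesicle-bound cells · Measure – percent CD8+ FL2 mean versus row control · Controls – Peptide-free naked vesicles (low) and QL9 vesicles with 0.7% DMSO vehicle (high)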
GPR55 antagonists: inhibition of LPI-stimulated GPR55 beta-arrestin translocation – imaging, U2OS, beta-arrestin-GFP, LPI agonist, primary screen (AID 2013). U2OS GPR55 beta-arrestin-GFP translocation imaging, LPI antagonism; higher % means a stronger effect. inhibition, % at 10 µM; hits with a dose series show IC50 in µM. hit rate 0.13% among 290,000;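 active = spots per cell inhibited over 60%, with over 100 cells counted and total cytoplasm intensity under 500,000; inconclusive = wells with under 100 cells, flagged as likely toxic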;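 also: U2OS cells stably carrying GPR55 and arrestin-GFP stimulated by 5 µM LPI near EC80; imaged beta-arrestin-GFP aggregate spots per cell after agonist stimulation; plate controls were LPI-stimulated DMSO wells for no effect and DMSO wells without LPI for full effect; some results filed as inactive read as strong as hits; confirmed hits need IC50 under 10 µM and bright autofluorescent wells are also inconclusive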
GPR55 beta-arrestin: selective activators of receptor GPR55 – imaging, U2OS cells, beta-arrestin-GFP redistribution, primary screen (AID 1961); U2OS GPR55 beta-arrestin-GFP redistribution imaging; higher % means a stronger effect; activation, % at 10 µM, or EC50 in µM where a hit was titrated; hit rate 0.048% among 290,000;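 active = activation above 40% with more than 50 cells counted in the well; inconclusive = wells holding fewer than 50 cells, flagged as toxic or sparse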;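 also: U2OS osteosarcoma cells stably expressing GPR55 and beta-arrestin-GFP; plate controls were DMSO negative control for no effect and LPI positive control for full effect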
T cell modulator vesicle-bound %: recorded beside T cell modulator, whose call it bears; double positive events, %; measured here: CD8+ vesicle-bound cell fraction;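 binding gate set so that unloaded-vesicle control wells show 10% double positive cells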
NTR1 agonist cell count 20 µM: further read-out of NTR1 agonist, marked with its call; cell count; measured here: cell count, cytotoxicity flag
The depositor's hits bear a star; i = inactive; ? = inconclusive; · = not tested or not shown; [ ] = another dose, or the depositor's remark.

structure	NTR1 agonist	NTR1 agonist cell count 20 µM	KOR beta-arrestin-1	KOR beta-arrestin-2	GPR35 antagonists	PhoP inhibition	West Nile virus CPE	T cell modulator	T cell modulator vesicle-bound %	GPR55 antagonists	GPR55 beta-arrestin
Cc1ccc(NC(=O)COC(=O)C2CC(=O)N(Cc3ccccc3)C2)cc1F (centres undefined)	-0.4	45	-16%	4.5%	-4%	-4%	0.3%	i	30	0%	0.3%
Cc1ccc2oc(C(=O)N3CCN(CC(=O)NC(C)C)CC3)c(C)c2c1	0.8	78	-7%[20 µM]	-1.6%	0%	11%	-0.5%	i	47	2%	0.5%
Cc1nnc(NCc2ccncc2)c2ccccc12	-0.7	93	-35%	5.6%	-8%	23%	0.6%	i	7	-5%	0.3%
CC(C)Oc1ccc(C2CC(=O)NC2=O)cc1 (centres undefined)	0.6	71	-25%	-1.4%	-1%	-5%	0.3%	i	39	6%	-0.2%
CCC(Sc1nnnn1-c1ccccc1)C(=O)Nc1nc2ccccc2s1 (centres undefined)	1.2	41	8%	-2.5%	1%	6%	0.0%	i	20	8%	-0.1%
COc1cccc(OC)c1C(=O)NC(=S)Nc1ccc2oc(=O)ccc2c1	2.7	36	13%	-3.6%	1%	2%	-0.5%	i	52	3%	?
N#Cc1ccc(NC(=O)Nc2ccc(Cl)cc2)cc1	7.1	61	-49%	5.7%	-13%	15%	?	i	61	4%	-0.2%
COc1ccc(C(CC(=O)Nc2ncccc2C)N2Cc3ccccc3C2=O)cc1OC (centres undefined)	-0.4	100	-21%	0.8%	-4%	-2%	-0.2%	i	65	-17%	-0.1%
Cc1ccc(Nc2nnc(SCc3ccccc3)s2)cc1	-0.7	56	-18%	-1.3%	-3%	-1%	-0.9%	i	36	-1%	-0.4%
CCCOc1ccc2oc(=O)c3c(c2c1)CCCN3C(=O)CN1CCN(C(=O)c2ccco2)CC1	1.3	65	13%	-3.1%	-3%	13%	·	i	33	8%	-0.5%
CCCC(CCC(=O)OC)(C(=O)OCC)c1csc(N)n1 (centres undefined)	0.2	54	1%	7.1%	2%	-1%	0.9%	i	20	7%	-0.2%
CCOc1cc(NC(=S)NCc2ccco2)c(OCC)cc1NC(=O)CC(C)C	-0.2	46	-13%	-2.2%	6%	2%	-0.7%	i	47	4%	-0.2%
Cc1noc(C)c1CSc1nnc(-c2c[nH]c3ccccc23)n1-c1ccc(Cl)cc1	-0.3	59	-11%	6.5%	12%	1%	0.2%	i	32	-2%	-0.3%
CC(=O)Nc1ccc(NC(=O)C(C)OC(=O)/C=C/c2cnc3ccccc3n2)cc1 (centres undefined)	0.7	61	11%	-0.3%	-12%	-1%	0.1%	i	25	-4%	0.3%
CCOc1ccccc1C(=O)N1CCN=C1SC	-4.5	83	10%	-8.4%	-7%	-8%	0.5%	i	46	5%	-0.1%
CCOc1ccccc1C1N(c2ccc(F)cc2)C(=O)C2CCCN21 (centres undefined)	-0.5	84	-41%	0.5%	-9%	-44%	0.8%	i	26	8%	-0.1%
COc1ccc(-c2nc(-c3cccc(C)c3)nc(Cl)c2C#N)cc1	·	·	-50%	0.8%	13%	-8%	0.4%	·	·	6%	-0.1%
COc1cc(O)c(CCC(=O)c2cc(OC)c(OC)c(OC)c2)c(OC)c1	1.1	39	-42%	-0.6%	19%	-11%	0.1%	i	49	-3%	-0.3%
CC(=O)c1cccc(NS(=O)(=O)c2ccc(N/C=C\C(=O)c3ccc(F)cc3)cc2)c1	5.1	49	7%	-1.3%	-1%	-1%	2.3%	i	55	-4%	-0.1%
Cc1cc(C)nc(N2CCCC(C(=O)NCCc3cccc(F)c3)C2)n1 (centres undefined)	-1.0	80	26%	-3.2%	-3%	1%	-0.6%	i	29	-32%	0.2%
Cc1sc(NC(=O)C2CC(Cl)=CCC2C(=O)O)c(C#N)c1C (centres undefined)	1.7	40	-32%	0.8%	-9%	9%	0.0%	i	28	-16%	-0.2%
C/C(=N\NS(=O)(=O)c1ccccc1)c1ccccc1	0.9	84	-42%[20 µM]	·	3%	-3%	0.3%	i	33	-3%	-0.1%
CCCCNC(=S)NNC(=O)c1csc(CC)c1	1.6	73	20%	-1.4%	-1%	6%	-0.2%	i	17	-3%	-0.4%
COc1ccc(S(=O)(=O)NCCSC(C)(C)C)cc1Cl	-0.6	58	23%	4.8%	-8%	17%	-0.9%	i	5	8%	-0.1%
O=C(O)/C=C\C(=O)Nc1ccccc1C(=O)NCc1ccccc1	-1.6	57	-23%	2.2%	14%	0%	0.2%	i	41	5%	-0.2%
COC(=O)Cn1nnc(N2CCOCC2)n1	-1.2	54	-3%	-2.5%	1%	-2%	0.4%	i	15	-7%	-0.1%
Nc1cccc2c3c(oc12)CCCC3	-0.6	62	-9%	-3.1%	2%	16%	-0.3%	i	60	-10%	0.3%
CC(=O)Nc1ccc2c(c1)nc1n2CCOC1	-1.1	87	-16%	4.6%	9%	-3%	0.9%	i	7	7%	-0.1%
COC(=O)c1ccc(NC(=S)NN2CCCCC2c2cccnc2)cc1 (centres undefined)	1.4	55	-18%	2.3%	13%	13%	0.0%	i	14	-3%	-0.2%
COc1ccc(-c2ccc(S(=O)(=O)n3nc(OC(=O)c4cccs4)cc3N)cc2)cc1	1.3	101	-1%	-4.0%	-2%	5%	-0.8%	i	23	20%	-0.1%
Cc1onc(-c2c(F)cccc2Cl)c1C(=O)NCc1ccco1	-1.2	42	-16%	0.1%	0%	-4%	-0.4%	i	17	16%	-0.2%
CC(C)OC(=O)c1cc(=O)[nH]c2ccccc12	-0.7	50	3%	1.2%	12%	-1%	0.7%	i	34	-6%	-0.1%
COc1cc(OC)cc(-n2nnnc2SCC(=O)NCCc2ccc(OC)c(OC)c2)c1	-1.1	45	-18%[20 µM]	·	17%	1%	-0.7%	i	11	15%	-0.1%
Cc1ccc(NC(=O)c2c(C(=O)Nc3ccccc3)sc3nc(C)cc(=O)n23)cc1	2.6	35	-34%	30%	-16%	5%	-0.1%	i	28	-2%	-0.4%
O=[N+]([O-])c1cc(S(=O)(=O)Nc2ccccc2)ccc1NCc1ccccc1	5.7	80	16%	-4.0%	-20%	-6%	-1.0%	i	9	34%	0.5%
O=C(c1noc2c1CCCC2)N1CCc2ccccc2C1	-0.9	41	-55%	-2.3%	6%	-1%	-1.0%	i	30	12%	0.0%
CCn1cc([N+](=O)[O-])c(C(=O)N2N=C(c3ccc4ccccc4c3)CC2c2ccccc2O)n1 (centres undefined)	9.9	74	-23%	-2.3%	-5%	3%	-0.1%	i	40	12%	-0.3%
CCOc1ccc(S(=O)(=O)NCCc2cn3ccccc3n2)cc1	0.0	59	-17%	-0.3%	-11%	-5%	-0.3%	i	13	5%	-0.2%
COC(=O)c1ccc(NS(=O)(=O)c2ccc(Cl)cc2)o1	-0.3	48	1%	-4.1%	17%	-8%	0.6%	i	66	5%	0.5%
Cc1ccc(-c2cc(C(=O)N/N=C/c3ccc(Cl)cc3)n[nH]2)o1	1.4	59	-23%	-4.5%	19%	9%	-0.6%	i	17	1%	1.2%
Cc1cccc(OCCC(=O)NCC(c2ccco2)N2CCCCC2)c1 (centres undefined)	-0.8	70	-11%	-0.5%	-5%	-11%	-0.5%	i	10	6%	-0.2%
Cc1ccccc1NC1=C(Cl)C(=O)OC1OC(=O)c1ccco1 (centres undefined)	4.6	48	-11%	3.3%	-16%	11%	1.0%	i	20	1%	-0.1%
CCOC(=O)N1CCC(NS(=O)(=O)c2ccc(C)cc2)CC1	1.3	48	26%	-3.8%	4%	10%	-1.3%	i	24	3%	-0.1%
COc1ccc(CNC(=O)c2ccc[nH]2)cc1	-0.7	41	-58%[20 µM]	-1.5%	15%	-3%	-0.3%	i	52	-2%	-0.1%
Cn1c(/C(C#N)=C/c2ccc(-c3ccc(S(N)(=O)=O)cc3)o2)nc2ccccc21	·	·	-6%	-1.2%	-18%	-196%	-0.2%	i	31	33%	0.2%
CSCC[C@H](NC(=O)OC(C)(C)C)C(=O)N1CCC(C(=O)N[C@@H](C)C(=O)NC(C)c2ccccc2)CC1 (some centres undefined)	7.0	90	-38%[20 µM]	-2.2%	-14%	-2%	0.1%	i	25	3%	0.4%
O=C(NCC1(N2CCCCC2)CCCCC1)c1ccc(S(=O)(=O)N2CCCC2)cc1	0.7	45	8%	5.2%	0%	-10%	-0.1%	i	27	-3%	-0.3%
O=C(COc1ccc(S(=O)(=O)N2CCOCC2)cc1Cl)NC1CCCCC1	0.0	56	2%	-5.4%	-11%	-5%	-0.1%	i	15	4%	-0.1%
CC(C)(C)NS(=O)(=O)c1ccc2nc(NC(=O)Cc3cccs3)sc2c1	4.6	62	15%	2.2%	-7%	-4%	0.4%	i	56	-10%	-0.1%
CC(C)c1nnc(NC(=O)C2CCN(S(=O)(=O)c3ccc(-n4cnnn4)cc3)CC2)s1	4.3	48	2%	6.1%	6%	5%	0.5%	i	37	6%	-0.1%

Additional entries
structure	NTR1 agonist	NTR1 agonist cell count 20 µM	KOR beta-arrestin-1	KOR beta-arrestin-2	GPR35 antagonists	PhoP inhibition	West Nile virus CPE	T cell modulator	T cell modulator vesicle-bound %	GPR55 antagonists	GPR55 beta-arrestin
COc1ccc(-n2c(SCC(=O)N/N=C/c3ccccc3OCC(=O)O)nc3ccccc3c2=O)cc1	2.3	67	9%	-0.1%	8%	-3%	1.1%	i	20	-8%	0.3%
COc1cc2[nH]ccc(=O)c2cc1OC	-2.9	95	0%	-1.4%	-2%	3%	0.5%	i	39	4%	-0.2%
CC(C)[C@H](NC(=O)[C@@H]1Cc2ccccc2CN1)C(=O)Nc1ccc2c(c1)OCCO2	-0.1	73	-1%	0.8%	9%	7%	-0.4%	i	7	-6%	-0.1%
CCN(CCCNC(=O)c1c(C)cc(=O)oc1C)c1cccc(C)c1	1.1	77	28%	-1.1%	-9%	4%	-0.8%	i	22	6%	0.2%

No enrichment for hits, and some 0.62% of all compounds hit somewhere here.
